M. tuberculosis HTS = M. tuberculosis growth inhibition, HTS (AID 449762). M. tuberculosis H37Rv growth inhibition, 7H9 media; higher % means a stronger effect. actives 0.59% (n = 330,000). one-dose inhibition, % at 25 µM; IC50 in µM for titrated hits; in the data active = a potency from the dose series; inconclusive = inhibition above about 70% without an active follow-up result;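 note: bacterial growth assessed after seven days of incubation; strong numbers were not always called active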
Salmonella PhoP GFP = Inhibition of PhoP regulon, Salmonella typhi GFP reporter cells, confirmation, 4 h (AID 1850); Salmonella Typhi PhoP-promoter GFP reporter, fluorescence, 4 h; higher % means a stronger effect; one-dose inhibition, % at 50 µM; IC50 in µM for titrated hits; actives 0.33% (n = 310,000); in the data active = a potency from the dose series; inconclusive = inhibition mostly from about 25% at the one dose, without a potency; inactive = the rest, 99 in 100 with inhibition below about 19%;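 note: 0% = induced wells with vehicle and 100% = uninduced wells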
VEEV TC-83 Vero = inhibitors of VEEV TC-83 cytopathic effect, confirmation, Vero cells (AID 588727). Vero cells, VEEV TC-83 cytopathic effect inhibition; higher % means a stronger effect. inhibition, % at 20 µM, or IC50 in µM where a hit was titrated. actives 0.13% (n = 350,000); in the data active = a potency from the dose series; inconclusive = inhibition mostly from about 14% at the one dose, without a potency; inactive = the rest, 99 in 100 with inhibition below about 12%; note: strong numbers were not always called active
influenza NS1A = H1N1 influenza NS1A inhibitors, functional cell based assay (AID 504329); inhibition, % at 12.5 µM; hits with a dose series show IC50 in µM; actives 0.3% (n = 340,000); NS1A functional cell-based assay, percent inhibition; higher % means a stronger effect; in the data active = a potency from the dose series; inconclusive = inhibition above about 27% without an active follow-up result; note: strong numbers were not always called active
tuberculosis growth = growth inhibition of non-replicating M. tuberculosis (AID 488890) | Mycobacterium tuberculosis non-replicating, growth inhibition; higher % means a stronger effect | one-dose inhibition, % at 25 µM; IC50 in µM for titrated hits | actives 0.39% (n = 320,000); in the data active = a potency from the dose series; inconclusive = inhibition mostly from about 82% at the one dose, without a potency; inactive = the rest, 99 in 100 with inhibition below about 76%;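 note: plate controls were DMSO cells for no effect and high antibiotic wells for full effect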
VEEV TC-83 Vero 10K pilot screen = recorded beside VEEV TC-83 Vero, whose call it bears; inhibition, %; measured here: 10K pilot screen inhibition
Numbers without * were called inactive; i = inactive; ? = inconclusive; . = no result given.

SMILES	M. tuberculosis HTS	Salmonella PhoP GFP	VEEV TC-83 Vero	influenza NS1A	tuberculosis growth	others
Cc1c(Br)c([N+](=O)[O-])nn1CC(=O)NCc1ccccc1	-8%	17%	i	11%	-7%
Cc1oc(/C=N/NC(=O)CN(c2ccccc2Br)S(C)(=O)=O)cc1Br	3%	-1%	8.4%	3%	49%
CC(=NCc1ccc2c(c1)OCO2)c1c(O)n(Cc2ccccc2)c(=O)[nH]c1=O	0%	0%	2.8%	1%	-2%
Cc1c(NC(=O)C(C)OC(=O)[C@@H](NC(=O)c2ccccc2)C(C)C)c(=O)n(-c2ccccc2)n1C (stereo partly specified)	1%	1%	2.9%	-2%	0%
CCc1c(C)[nH]n(-c2ccc(Oc3ccccc3)c(S(=O)(=O)O)c2)c1=O	-4%	14%	0.8%	0%	-2%
CC1=C(C(=O)Nc2ccc(Cl)cc2)C(c2ccncc2)C(C#N)=C(SCC(N)=O)N1 (stereo unspecified)	-6%	4%	0.3%	10%	-6%
COCCN1CCn2c(nc3cc(NC(C)=O)ccc32)C1	6%	-1%	8.2%	-2%	-6%
N#Cc1cn(N2CCCCC2)c(=O)[nH]c1=O	8%	6%	0.4%	-3%	-6%
CCC(C)NCC(O)(c1ccc(Cl)cc1)c1ccc(Cl)cc1 (stereo unspecified)	-1%	20%	1.4%	6%	38%
O=C(c1cnsn1)N1CCN(c2ccccn2)CC1	-11%	2%	1.3%	2%	24%
CC(=O)Nc1ccc(NC(=O)CN(C)CCC#N)cc1	-9%	8%	1.9%	-5%	-11%
O=C(COc1ccccc1)NCCS(=O)(=O)N1CCN(c2ccccc2)CC1	-3%	-3%	1.6%	-4%	-3%
CCCc1cc(=O)[nH]c(SCC(=O)N2CCOCC2)n1	-5%	-2%	1.1%	5%	-12%
Nc1cc(-c2ccc(Cl)cc2)nn1S(=O)(=O)c1ccc(Cl)cc1	-10%	-6%	0.6%	9%	.
COc1cc(CCc2ccccc2)c(C(=O)O)c(O)c1CC=C(C)C	.	.	6.4%	-12%	.
Cc1ccc(NC2=CC(=O)CC(C)(C)C2)c(N)c1	2%	-4%	i	-1%	11%
COc1ccccc1CN1CCN(C(=O)c2ccncc2)CC1	-3%	2%	1.2%	-1%	-2%
COc1ccc(N(C)C(=O)c2onc3c2CCCC3)cc1	-2%	8%	0.6%	-4%	3%
COc1cc(C(=O)Nc2c(C(=O)N3CCOCC3)oc3ccccc23)cc(OC)c1OC	-1%	7%	11%	-2%	17%
O=C(Nc1ccc(N2CCN(C(=O)c3cccs3)CC2)c(Cl)c1)c1ccco1	-7%	-3%	0.6%	25%	.
COc1ccccc1-c1nnc(SCC(=O)O)n1-c1ccc(C)cc1	2%	-4%	0.8%	2%	-4%
O=C(COc1ccccc1)NCCc1cnc[nH]1	2%	9%	i	-2%	-2%
CC1CCN(c2ccc([N+](=O)[O-])cc2C(=O)N2CCOCC2)CC1	5%	1%	0.5%	12%	34%
Fc1ccc(OCc2nnc(SCCN3CCOCC3)o2)cc1	2%	9%	2.6%	4%	1%
O=C(NNC(=O)c1ccc([N+](=O)[O-])cc1)c1ccncc1	-13%	3%	0.5%	18%	55%
Cc1cc(Cl)c(OCCCSc2nc(C)cc(=O)[nH]2)c(Br)c1	7%	-3%	i	19%	29%
CCCCCCn1nc(C(=O)N(CCOC)c2c(N)n(CCCC)c(=O)[nH]c2=O)c2ccccc2c1=O	14%	11%	1.6%	5%	50%
CCCCCCOc1ccc(/C(N)=N/O)cc1	4%	1%	0.5%	3%	16%
Cc1ccc(OCCC(=O)Nc2ccc(F)c(F)c2)cc1	-5%	-3%	1.1%	-5%	72%
NC(=O)c1ccccc1NC(=O)CS(=O)(=O)Cc1ccccc1	-4%	1%	i	-2%	-7%
Cc1nn(C)c(C(=O)NNC(=S)NC2CCCCC2)c1Br	5%	11%	3.9%	-2%	-15%
CC(C)OC(=O)/C(=C/c1ccco1)c1ccccc1	1%	0%	0.7%	10%	-8%
COc1cc(OC)c2c(-c3ccccc3)cc(=O)oc2c1C(CCN1CCCCC1)c1ccc2c(c1)OCO2 (stereo unspecified)	?	11%	i	1%	78%
Cc1ccc(-n2c(SCC(=O)Nc3ccc(N4CCOCC4)cc3)nc3ccccc3c2=O)cc1	-8%	-1%	2.8%	2%	-1%
CC(C)Cn1c(N)c(C(=O)CSc2ccc3c(c2)OCCO3)c(=O)n(C)c1=O	-1%	-6%	4.5%	5%	5%
CCOC(=O)c1sc(NC(=O)C(CC)Sc2nnc3c4ccccc4n(C(C)C)c3n2)nc1C (stereo unspecified)	.	.	6.9%	0%	.
COc1ccc(NS(=O)(=O)c2ccc3nc(COc4ccc5ccccc5c4)[nH]c3c2)cc1	0%	-5%	i	2%	26%
COc1ccc(S(=O)(=O)N2CCN(CC(=O)Nc3ccccc3Cl)CC2)cc1	-4%	-6%	5.4%	-13%	1%
COc1cccc(CNc2nc3nc(C)cc(=O)n3[nH]2)c1	2%	-3%	i	-6%	11%
COc1ccc(Cl)cc1C(=O)NNC(=O)CSc1nnc2ccccn12	-6%	1%	i	5%	-6%
Cn1c(=O)c(=O)n(C)c2cc(S(=O)(=O)N3CCOCC3)ccc21	9%	4%	i	1%	.
CCOC(=O)c1cnc(SCC)[nH]c1=O	-4%	-8%	0.0%	1%	9%
CCOC(=O)c1c(C)n(C)c2c(C)cc(O)c(OC(C)=O)c12	-6%	16%	0.2%	0%	-14%
CC1(C(=O)NC(=S)NNC(=O)c2ccncc2)CCCCC1	?	14%	47%	-3%	0.94µM*
CC(C)CNS(=O)(=O)c1ccc(CCC(=O)NCCC2=CCCCC2)cc1	0%	10%	i	-4%	25%
CCCNS(=O)(=O)c1ccc(OCC(=O)Nc2ccc3c(c2)OCO3)cc1	-1%	2%	0.7%	-3%	16%
COc1ccc(C(=O)NC(=S)N2CCNC(=O)C2)cc1Br	-2%	5%	0.7%	12%	7%
COc1ccc(OC)c2c(C)cc(N3CCN(C(=O)c4ccc(Cl)cc4)CC3)nc12	8%	6%	2.1%	12%	14%
O=C(Cc1cccs1)NCc1ccccc1F	0%	-6%	i	2%	9%
CC1CCCCC1NC(=O)c1ccc(NS(=O)(=O)c2ccc3[nH]c(=O)[nH]c3c2)cc1 (stereo unspecified)	-7%	1%	2.4%	-3%	7%
CSc1nncc(-c2ccc(F)c(F)c2)n1	16%	-12%	5.8%	1%	?
CC(NC(=O)C1CCC(CNS(=O)(=O)c2ccccc2)CC1)c1ccc2c(c1)OCCO2 (stereo unspecified)	-2%	-2%	.	.	.
CC(=O)c1ccc2c(c1)CC(C)C(=O)N2C (stereo unspecified)	-2%	-3%	i	10%	-4%
Cc1ccc(-c2nnn(CC(=O)N(Cc3ccco3)C(C(=O)NC(C)(C)C)c3ccc(C)o3)n2)o1 (stereo unspecified)	1%	3%	11%	11%	24%
CCOC(=O)c1nn(-c2ccc(C)cc2)c(C)c1C(C)=O	2%	-7%	i	2%	3%	VEEV TC-83 Vero 10K pilot screen=0.2
CCOC(=O)CC(=O)CSc1nc(-c2ccc3c(c2)OCO3)cc(C(F)(F)F)c1C#N	2%	-14%	i	-14%	-1%
COc1ccc(CCC2CCNCC2)cc1	2%	4%	i	-9%	1%
O=S1(=O)C[C@@H](O)[C@@H](Nc2ccc(Cl)cc2)C1	-19%	-5%	0.6%	-1%	1%
COc1ccc(S(=O)(=O)N2CCCC2C(=O)Nc2ccc(C)cc2)cc1 (stereo unspecified)	-2%	-6%	2.9%	-7%	8%
COc1ccccc1/C=C/CN1CCOCC1	1%	-2%	0.7%	-3%	66%

19 compounds from above, ordered by molar mass, ascending.
SMILES	M. tuberculosis HTS	Salmonella PhoP GFP	VEEV TC-83 Vero	influenza NS1A	tuberculosis growth	others
CC(=O)c1ccc2c(c1)CC(C)C(=O)N2C (stereo unspecified)	-2%	-3%	i	10%	-4%
COc1ccc(CCC2CCNCC2)cc1	2%	4%	i	-9%	1%
N#Cc1cn(N2CCCCC2)c(=O)[nH]c1=O	8%	6%	0.4%	-3%	-6%
COc1ccccc1/C=C/CN1CCOCC1	1%	-2%	0.7%	-3%	66%
CCCCCCOc1ccc(/C(N)=N/O)cc1	4%	1%	0.5%	3%	16%
CC(C)OC(=O)/C(=C/c1ccco1)c1ccccc1	1%	0%	0.7%	10%	-8%
O=S1(=O)C[C@@H](O)[C@@H](Nc2ccc(Cl)cc2)C1	-19%	-5%	0.6%	-1%	1%
COc1ccc(N(C)C(=O)c2onc3c2CCCC3)cc1	-2%	8%	0.6%	-4%	3%
COCCN1CCn2c(nc3cc(NC(C)=O)ccc32)C1	6%	-1%	8.2%	-2%	-6%
COc1ccccc1CN1CCN(C(=O)c2ccncc2)CC1	-3%	2%	1.2%	-1%	-2%
Cn1c(=O)c(=O)n(C)c2cc(S(=O)(=O)N3CCOCC3)ccc21	9%	4%	i	1%	.
Nc1cc(-c2ccc(Cl)cc2)nn1S(=O)(=O)c1ccc(Cl)cc1	-10%	-6%	0.6%	9%	.
COc1ccc(C(=O)NC(=S)N2CCNC(=O)C2)cc1Br	-2%	5%	0.7%	12%	7%
COc1ccc(S(=O)(=O)N2CCCC2C(=O)Nc2ccc(C)cc2)cc1 (stereo unspecified)	-2%	-6%	2.9%	-7%	8%
COc1ccc(Cl)cc1C(=O)NNC(=O)CSc1nnc2ccccn12	-6%	1%	i	5%	-6%
O=C(COc1ccccc1)NCCS(=O)(=O)N1CCN(c2ccccc2)CC1	-3%	-3%	1.6%	-4%	-3%
CCOC(=O)CC(=O)CSc1nc(-c2ccc3c(c2)OCO3)cc(C(F)(F)F)c1C#N	2%	-14%	i	-14%	-1%
Cc1oc(/C=N/NC(=O)CN(c2ccccc2Br)S(C)(=O)=O)cc1Br	3%	-1%	8.4%	3%	49%
COc1cc(OC)c2c(-c3ccccc3)cc(=O)oc2c1C(CCN1CCCCC1)c1ccc2c(c1)OCO2 (stereo unspecified)	?	11%	i	1%	78%

Next section
SMILES	M. tuberculosis HTS	Salmonella PhoP GFP	VEEV TC-83 Vero	influenza NS1A	tuberculosis growth	others
CN(Cc1ccccc1)C(=O)CSc1nc2ccccc2c(=O)n1Cc1ccco1	5%	10%	?	2%	12%
CCC(CC)C(=O)Nc1nnc(S(=O)(=O)N2c3ccccc3CC2C)s1 (stereo unspecified)	-9%	-9%	3.1%	-7%	18%
CCCC(=O)Nc1nn(C)c2nc3ccc(C)cc3cc12	-5%	-8%	1.5%	-12%	-6%
CCCCn1c(=O)[nH]c(=O)c2c1nc(-c1ccc3ccccc3c1)n2CC	11%	-14%	1.2%	5%	-10%
COC(=O)c1c(NC(=O)C2Cc3ccccc3C(=O)O2)sc2c1CCCC2 (stereo unspecified)	1%	-11%	0.8%	-5%	0%
O=C(Nc1cccc(Cl)c1)N1N=CCC1c1ccccc1 (stereo unspecified)	1%	1%	i	.	13%
COc1ccc(/C=C/c2cccc[n+]2C)c(O)c1	-3%	13%	i	-7%	2%
CCn1nnc(NC(=O)C(c2ccccc2)c2ccccc2)n1	5%	-17%	0.2%	10%	3%
Cc1cccc(NC(=O)c2cccnc2)c1C	-4%	6%	0.4%	-3%	-19%
Cc1ccc(-c2[nH]nc3c2C(c2ccoc2)C(C#N)=C(N)O3)cc1C (stereo unspecified)	-5%	-2%	1.1%	1%	26%
CCOC(=O)N1CCN(C(=O)/C=C/c2ccc(OC)c(OC)c2)CC1	0%	-8%	1.0%	-4%	-5%
Cc1ccc(CNC(=O)Cc2cccs2)cc1	17%	-11%	0.0%	-5%	4%
CCC(CC)C1C(C#N)=C(N)Oc2cc(C)oc(=O)c21 (stereo unspecified)	-8%	-4%	0.0%	-1%	2%
Cc1cccc(CSc2nn3c(=O)c(C)nnc3s2)c1	4%	2%	0.6%	-3%	26%
c1ccc(-c2nc(N3CCOCC3)cc(N3CCOCC3)n2)cc1	1%	8%	3.2%	-8%	5%
Cc1ccc(C(=O)NNC(=O)c2ccc(NS(=O)(=O)c3cccs3)cc2)o1	10%	.	0.1%	-6%	20%
Cc1cccc(CS(=O)(=O)Cc2ccc(C(=O)NC3CCCC3)o2)c1	0%	5%	2.6%	-2%	17%
O=C(Cc1ccc([N+](=O)[O-])cc1)NCc1cccnc1	-5%	0%	i	-4%	3%
CN(C(=O)COc1ccc(Cl)cc1Cl)C1(C)CCS(=O)(=O)C1 (stereo unspecified)	-5%	9%	2.4%	6%	-7%

Screening results as filed in PubChem BioAssay.
